Source: PubChem (National Center for Advancing Translational Sciences (NCATS))
RORgamma inh: ROR gamma (mouse) transcription inhibition; P51450; Drosophila S2 Gal4-RORgamma UAS-luciferase reporter, 20 h; Potency, µM (doses to about 53.6 µM), inactives show at the top dose activity change, negative = inhibition, most hits filed as inhibitors; hit rate 5.4% among 310,000; AID 2551; further: potency means the concentration at half of the fitted maximal effect; on the % scale 0 is the no-effect control and ±100 the full control effect; nearly all actives have a fitted effect of over 60% in size
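A Gal4/UAS one-hybrid system in insect cells: metallothionein-promoter Gal4–ROR gamma fusion plus Photinus luciferase reporter. Copper sulfate 700 uM final, 20 hr ambient incubation, luminescent detection after 10 min with reagent.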
KCNH2 3.1 inh: KCNH2 3.1 (human) potassium channel inhibition | U2OS KCNH2 3.1, thallium flux FluxOr; stronger effect = lower value | activity change, % (tested at about 1.8 µM) | hit rate 0.95% among 340,000;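 active means maximum activity change below -70%; inconclusive means maximum activity change from -70% to -50%; inactive means maximum activity change above -50%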;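 further: thallium influx rate constant from kinetic fluorescence after stimulation buffer; on the % scale 0 is the no-effect control and ±100 the full control effect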
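Thallium flux read-out: FluxOr dye with Red40 quencher in HBSS/HEPES, 45 min at RT. Rate constants from kinetic reads were normalized to positive and negative DMSO controls. Cells: U2OS virally expressing the 3.1 isoform.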
PKM2 activator: activators of human pyruvate kinase M2; purified PKM2, Kinase-Glo ATP luminescence, activation; response scale: 0% is enzyme alone, no compound; hit rate 0.34% among 260,000; Potency, µM (doses to about 57.5 µM), inactives show top-dose activation, usual class: activators; further: potency means the concentration at half of the fitted maximal effect; on the % scale 0 is the no-effect control and ±100 the full control effect; nearly all actives have a fitted effect of over 55% in size
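hPK-M2, >95% pure; 0.1 mM ADP / 0.5 mM PEP final; imidazole pH7.2 buffer w/ 7 mM MgCl2, 50 mM KCl; 1 h RT; Kinase-Glo lum. Intermediate enzyme activity for dual inhibitor/activator qHTS.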
Menin-MLL TR inh: menin-MLL binding inhibition, Texas Red mutant peptide; O00255; Menin + Texas Red MLL mutant peptide, fluorescence polarization; Potency, µM (top dose mostly 61.6 µM), for inactives: at the top dose FP activity change, negative = inhibition, most hits filed as inhibitors; hit rate 0.23% among 270,000; active means well fitted inhibition curve with a large enough effect in the polarisation, with a control signal flat, not every such curve was filed as active; inconclusive means small, poorly fitted or top-dose-only effect, or effect the other way, or a change in a side signal; inactive means no such curve, though single readings can be large or run the other way; the % refers to the polarisation; further: potency means the concentration at half of the fitted maximal effect; % of control where 0% means no effect; many of its hits are not listed in these tables
MBNL1 CUG block: MBNL1-poly(CUG) RNA binding inhibition. TR-FRET MBNL1-His/biotin-(CUG)12 binding, 665/545 ratio. Potency, µM (highest dose often 57.5 µM), for inactives: at the top dose activity change, negative = inhibition, usual class: inhibitors. hit rate 0.036% among 280,000; active means well fitted inhibition curve with a large enough effect in the signal ratio, with a control signal flat, not every such curve was filed as active; inconclusive means small, poorly fitted or top-dose-only effect, or effect the other way, or a change in a side signal; inactive means no such curve, though single readings can be large or run the other way; the % refers to the signal ratio; further: potency means the concentration at half of the fitted maximal effect; on the % scale 0 is the no-effect control and ±100 the full control effect
Target sequence (Q9NR56 whole entry, looked up): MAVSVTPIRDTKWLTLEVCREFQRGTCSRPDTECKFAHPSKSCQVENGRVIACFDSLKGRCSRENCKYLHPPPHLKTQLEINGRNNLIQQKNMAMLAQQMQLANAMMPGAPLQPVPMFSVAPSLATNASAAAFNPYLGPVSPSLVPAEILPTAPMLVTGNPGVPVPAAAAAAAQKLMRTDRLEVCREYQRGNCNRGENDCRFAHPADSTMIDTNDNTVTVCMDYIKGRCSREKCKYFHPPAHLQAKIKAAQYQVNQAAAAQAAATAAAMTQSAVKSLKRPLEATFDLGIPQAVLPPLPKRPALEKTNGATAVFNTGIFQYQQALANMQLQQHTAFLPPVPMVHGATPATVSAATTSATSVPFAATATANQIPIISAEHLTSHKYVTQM
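TR-FRET readout: Ex 340 nm, 665/545 nm emission ratio, normalized to buffer-only (basal) and MBNL1-(CUG)12 controls. Complex of MBNL1-His with Biotin-(CUG)12, compounds 92 nM–58 uM, incubated 60 min at room temperature.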
ELG1 DNA repair: inhibitors of ELG1-dependent DNA repair in HEK293T cells; HEK293T ELG1-luciferase reporter, luminescence, 16 h; DNA damage induced by 5-fluorouridine; Potency, µM (highest dose often 46.1 µM), for inactives: at the top dose activity change, negative = inhibition, usual class: inhibitors; hit rate 2.3% among 330,000; AID 504467; further: potency means the concentration at half of the fitted maximal effect; on the % scale 0 is the no-effect control and ±100 the full control effect; nearly all actives have a fitted effect of over 55% in size
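In this reporter screen, reduction of luminescence relative to DMSO vehicle indicated activity. Compounds and 5-fluorouridine were added together to 2,000 cells per well, incubated for 16 hr at 37 °C, then developed with ONE-Glo.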
Rab9 promoter act: activators of Rab9 promoter; Huh7 Rab9 promoter-luciferase reporter, luminescence, 24 h; Potency, µM (top dose mostly 9.22 µM), for the others: top-dose activation, negative = inhibition, most hits filed as activators; hit rate 2.8% among 320,000; AID 485297; further: potency means the concentration at half of the fitted maximal effect; % of control where 0% means no effect; nearly all actives have a fitted effect of over 60% in size
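Quantitative HTS format; Huh7 Rab9-luciferase reporter cells (1500/well) receive compound 2 h post-plating, incubate 24 h at 37 °C, then get luciferase reagent for 10 min before luminescence reading.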
NPC1 prom act: activates the NPC1 promoter. AID 485313. hit rate 2.4% among 320,000. Potency, µM (highest dose often 9.22 µM), for the others: at the highest dose activation, hits mostly activators. Huh7 NPC1 promoter luciferase reporter, 24 h;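 further: potency means the concentration at half of the fitted maximal effect; % of control where 0% means no effect; nearly all actives have a fitted effect of over 60% in size; reporter is driven by a mutant NPC1 promoter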
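Luciferase expression driven by the NPC1 promoter was measured in stably transfected Huh7 cells after a 24 h compound incubation, using a luciferase reagent and a luminescence read.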
FLuc counter: counter-screen for miR-21 project: firefly luciferase inhibitors or activators. hit rate 6.9% among 360,000. P08659. purified FLuc, Km substrates, luminescence inhibition. Potency, µM (series often up to 57.5 µM), inactives show at the top dose activity change, negative = inhibition, actives largely listed as inhibitors;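 further: potency means the concentration at half of the fitted maximal effect; plate controls were vehicle for no effect and reference inhibitor for full effect; nearly all actives have a fitted effect of over 55% in size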
Target sequence (P08659 whole entry, looked up): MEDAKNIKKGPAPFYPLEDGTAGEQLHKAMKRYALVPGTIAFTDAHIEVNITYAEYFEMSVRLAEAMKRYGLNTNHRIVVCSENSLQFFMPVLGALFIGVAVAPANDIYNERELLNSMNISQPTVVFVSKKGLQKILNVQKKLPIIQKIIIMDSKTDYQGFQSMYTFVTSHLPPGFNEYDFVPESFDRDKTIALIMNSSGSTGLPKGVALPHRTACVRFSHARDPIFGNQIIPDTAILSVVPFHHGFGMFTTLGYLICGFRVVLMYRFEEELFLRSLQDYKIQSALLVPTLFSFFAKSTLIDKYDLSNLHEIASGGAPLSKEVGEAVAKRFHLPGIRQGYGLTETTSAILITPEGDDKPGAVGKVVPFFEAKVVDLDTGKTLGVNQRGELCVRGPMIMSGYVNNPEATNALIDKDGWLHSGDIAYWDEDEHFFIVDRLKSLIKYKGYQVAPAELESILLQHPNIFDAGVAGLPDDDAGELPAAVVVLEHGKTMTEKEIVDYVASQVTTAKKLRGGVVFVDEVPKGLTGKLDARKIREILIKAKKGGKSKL
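Purified P. pyralis luciferase (10nM final) with 10uM D-luciferin and 10uM ATP (Km levels) in 50mM Tris acetate pH 7.5, 10mM Mg acetate, 0.01% Tween-20, 0.05% BSA; qHTS 6-point titration, ~60 µM downward; luminescence read.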
Mito fusion act: inhibitors of mitochondrial division or activators of mitochondrial fusion; S. cerevisiae fusion-defective mutant growth rescue, CellTiterGlo 48 h; Potency, µM (series often up to 46.1 µM), for the others: at the top dose growth rescue (activation), most hits filed as activators; hit rate 0.23% among 320,000; AID 485298;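 further: potency means the concentration at half of the fitted maximal effect; % of control where 0% means no effect; nearly all actives have a fitted effect of over 45% in size; temperature-sensitive fusion mutants such as fzo1-1 at 37 °C on non-fermentable ethanol glycerol medium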
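Compounds are tested for their ability to restore growth of mitochondrial fusion-defective yeast strains at non-permissive 37C in YPEG medium over 48 hours. Viability is quantified by luciferase luminescence.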
VP16 counter: inhibits Gal4-VP16 luciferase reporter, ROR gamma counter-screen. Drosophila S2 Gal4-VP16 UAS-luciferase, luminescence, 20 h. Potency, µM (highest dose often 53.6 µM), inactives show at the top dose activity, negative = inhibition, usual class: inhibitors. hit rate 3.5% among 310,000. AID 2546;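 further: Gal4-VP16 expression switched on by copper sulfate through the metallothionein promoter; potency means the concentration at half of the fitted maximal effect; on the % scale 0 is the no-effect control and ±100 the full control effect; nearly all actives have a fitted effect of over 50% in size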
Starred values were filed as active, the others as inactive; u = inconclusive; x = no result given; & = joins results of further samples; [ ] = another dose, or the depositor's remark. Unless noted, the call rests on the fitted dose curve; in most records, active means well fitted curve in the direction sought with a large enough effect; inconclusive means small, poorly fitted or top-dose-only effect, or another doubt; inactive means no such curve, though single readings can be large; an effect the other way counts as inactive or inconclusive. These rows are one share of the data. The share of hits here may be higher or lower than overall.

Every second line gives: FLuc counter, NPC1 prom act, RORgamma inh, PKM2 activator, Mito fusion act, MBNL1 CUG block, VP16 counter, ELG1 DNA repair, Rab9 promoter act, KCNH2 3.1 inh, Menin-MLL TR inh
COc1ccc([N+](=O)[O-])cc1NC(=O)CCN1CCN(CCO)CC1
    4%, -3%, 0%, 1%, -2%, u, -9%, 3%, -2%, -14, 0%
COc1ccc(Cn2c(CO)cnc2SCC(=O)Nc2cccc(NC(C)=O)c2)cc1
    0%, -2%, 7%, x, 1%, -7%, -2%, -1%, 7%, 0, x
CC(=O)N1CSCC1C(=O)NNS(=O)(=O)c1ccccc1 (stereo not given)
    -1%, -3%, -18%, 0%, -4%, x, -9%, 1%, 2%, -3, x
COc1ccc(S(=O)(=O)NCCSc2ccccc2)cc1OC
    -1%, x, -1%, -7%, 15%, -13%, 2%, x, x, 11, -7%
O=C(NC(=S)Nc1nc2ccccc2s1)c1ccco1
    1.5µM*, u, 0.89µM*, -6%, -1%, 74%[activator], 1.3µM*, u, u, x, 0%
Cc1ccc(-c2ccc(S(=O)(=O)NCC3CCCO3)cc2)cc1 (stereo not given)
    1%, -6%, u, -2%, 26%, -14%, -17%, -11%, -5%, 24, -9%
COc1ccc(-c2cn(/N=C/c3ccc(Cl)cc3Cl)c(N)n2)cc1
    -16%, 1%, -30%, 9%, 7%, -5%, -5%, -29%, 2%, -24, -4%
CCN(CC)S(=O)(=O)c1cc(NC(=O)CSc2nc3c(cc2C#N)C(=O)CC(C)(C)C3)ccc1C
    0%, -14%, 15%, 1%, -5%, x, 24%, 21µM*, -12%, -27, 8%
O=S(=O)(c1ccccc1)N1CCN(C(=S)Nc2ccc(F)cc2)CC1
    3%, -5%, -15%[10 µM], 7%, -2%, x, 2%, 3%, -1%, -19, -15%
CCCCC(C(=O)NCCC(C)C)N(CCCN1CCOCC1)C(=O)c1snc(C(N)=O)c1N (stereo not given)
    2%, 2%, 2%, 5%, 1%, 9%, 1%, 5%, 0%, 4, -11%
Cn1cc(S(=O)(=O)N2CCCC2)cc1C(=O)N1CCN(c2cccc(Cl)c2)CC1
    -17%&-3%, -6%, 0%, 8%, -1%, -17%, 3%, u, 4%, 2, -19%
Brc1cccc(-c2nnc3sc(CN4CCCCC4)cn23)c1
    -3%, -9%, -27%, -1%, -1%, 1%, -6%, -3%, -5%, -12, -9%
O=C(CSc1nnc(-c2ccccc2)c(-c2ccccc2)n1)NCc1ccco1
    -4%, -5%, -26%, 4%, 1%, u, 1%, 23µM*, 0%, -12, 5%
NC(=O)c1ccccc1OCC(=O)NS(=O)(=O)c1ccccc1
    1%, -1%, 0%, -5%, -6%, -12%, 2%[0.365 µM], 7%, -2%, 5, -8%
Cc1nn(-c2ccccc2)c(C)c1/C=N/Nc1nc2ccccc2[nH]1
    0.85µM*, 0.71µM*, 5%, -19%, -3%, u, -2%, u, 0.5µM*, x, -4%
CCn1ccnc1CN(C)Cc1cn(-c2cc(C)ccc2C)nc1-c1ccccc1
    0%, -5%, 4%, u, 12%, -2%, -3%, -18%, -2%, -38, u
O=C(Nc1nnc(-c2ccc(F)cc2)s1)c1ccco1
    2.7µM*, 2.8µM*, -29%, x, 9%, 3%, -12%, u, 3.2µM*, 12, 1%
Cc1ccc(C(=O)NCC2CCCO2)cc1S(=O)(=O)N1CCCCC1 (stereo not given)
    -1%, -1%, -1%, -9%, 0%, 5%, -3%, 2%, -41%[inhibitor], -4, x
CCC1(c2ccc(F)cc2)NC(=O)N(CC(=O)N2CCN(S(=O)(=O)c3ccc(Cl)cc3)CC2)C1=O (stereo not given)
    1%, 1%, x, x, -8%, x, x, -2%, -3%, -12, x
Cc1ccc(F)cc1NC(=O)C12CC3CC(C1)CC(n1cnc([N+](=O)[O-])n1)(C3)C2
    -1%, -4%, 4%, 9%, 1%, u, -1%, 2%, 0%, 16, -6%
O=C(Nc1ccccc1)ON=C1CCCC1
    24µM*, 26%, 6%, -13%, 26%, u, 1%, u, u, 1, -9%
CN(CP(=O)(O)CCc1ccccc1)S(C)(=O)=O
    13%, -3%, -14%, 4%, -5%, -2%, -2%, 7%, 3%, 5, -2%
CCOc1ncccc1C(=O)Nc1ccc(C(=O)Nc2ccc(OC)cc2)cc1
    3%, -5%, x, x, 11%, x, x, u, -4%, -8, x
COC(=O)[C@@H]1C[C@@]2(O)[C@@H](O)[C@@H](O)[C@@H](O)C[C@H]2N1CC(c1ccccc1)c1ccccc1
    0%, -2%, 1%&-12%, 1%&-1%, 1%, 4%, 3%&5%, 5%, -10%, 44, -2%
CCc1nnc(NS(=O)(=O)c2ccc(NC(=O)c3cccc(OC)c3)cc2)s1
    u, 2%, -20%, x, -12%, -13%, 3%, 0%, -2%, 1, 122%[activator]
COc1ccc(N2CCN(C(=O)Cn3nnc(-c4ccccc4N)n3)CC2)cc1
    -3%, 0%, 11%, -9%, 4%, -9%, 3%[10 µM], -18%, -2%, -5, 0%
N#Cc1ccccc1S(=O)(=O)Nc1ccc2c(c1)C(=O)OC2
    3%, 2%, 12%, 2%, -2%, -5%, -4%, 12%, -2%, -1, x
O=C(NCCCN1CCC(Cc2ccccc2)CC1)c1ccc2nc(N3CCOCC3)sc2c1
    1%, 14%, -9%, 6%, -7%, -16%, 1%, 0%, -1%, -27, x
COc1ccccc1OCc1ccc(C(=O)NCCN(C)C)o1
    -1%, -1%, 35%, 0%, -2%, -8%, -15%, 20%, 2%, -6, 14%
COc1ccc(NC(C)=O)cc1NC(=O)CN1CCN(c2ccccn2)CC1
    -1%, -2%, -10%, 0%, -1%, -9%, 3%, 9%, -8%, -9, -10%
O=c1c2c3n(c(=S)nc2[nH]n1-c1ccccc1)CCCCC3
    -15%, 2%, 13µM*, -4%, 7%, u, u, u, -2%, 0, 9%
O=c1c2[nH]c3ccc(F)cc3c2ncn1CCC1=CCCCC1
    -5%, u, 13%, -1%, 9%, -9%, -5%, u, u, 7, x
CN(C)C(=O)C(=O)c1cccn1-c1ccccc1C#N
    1%, -1%, -30%, -1%, -1%, 0%, 1%, 1%, -4%, 2, -11%
COc1ccccc1NC(=O)C1CCCN(c2nc(C)cc(C)n2)C1 (stereo not given)
    -1%, -3%, 8%, 3%, -1%, 8%, 2%, u, -6%, 36, -7%
CCCCCCCCCSc1n[nH]c(N)n1
    1%, 0%, 9%, 4%, -4%, 3%, 15%, -8%, 6%, 6, -17%
O=C(Nc1ccccn1)C1CCCN(c2ncnc3c2nc2n3CCCCC2)C1 (stereo not given)
    -2%, -3%, -4%, x, -3%, 1%, 7%, -27%, -9%, 11, -4%
Cc1cc(Cl)c(C)c(S(=O)(=O)N2CCN(CC(=O)N3CCOCC3)CC2)c1Cl
    -2%, 1%, x, x, -4%, x, x, u, 1%, 1, x
